Source: PubChem BioAssay (several laboratories)
GSH fluor – compound fluorescence on glutathione beads, profiling panel, artefact control, biophysical, 488/530 nm, flow cytometry | GSH beads flow cytometry, compound fluorescence 488/530 nm; hits give high values | hit rate 0.25% among 190,000 | AID 1776, 2009 | fluorescence (KMESF) at 10 µM; in the data active means fluorescence above about 89;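 further: glutathione beads carrying GST-tagged Bcl family fusion proteins plus one bare bead set; values are compound well signal with DMSO vehicle wells as background; inactives centre near 16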
ABCB1 inh – ABCB1 efflux pump inhibitors, primary screen, cell-based, multiplex, flow cytometry, ABCG2 counter-screen. CCRF-Adr cells, JC-1 efflux. inhibition, % at 6.6 µM. AID 1326, 2008. hit rate 0.067% among 190,000; in the data active means inhibition above about 40%;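 further: 0% = vehicle and 100% = reference inhibitor; higher value means more JC-1 retained so stronger ABCB1 efflux block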
Cdc42 wt GTP – modulators of GTP binding to wildtype Cdc42, primary screen, biochemical, multiplex bead flow cytometry, Bodipy-GTP; hit rate 0.2% among 190,000; GST-Cdc42 beads; actives lie on both sides; percent activity (GTP binding), % at 10 µM; AID 761, 2007;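 active means percent activity GTP binding at least 20 points away from the 100% baseline, either down as inhibitor or up as activator; inconclusive means compound flagged as likely green fluorescent from well-wide comparison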;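 further: median bead fluorescence of bound Bodipy-FL-GTP at 100 nM; 0% = excess unlabeled GTP control and 100% = no compound control; below 100% means less GTP binding so inhibitor and above means activator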
Target sequence (P60953 whole entry, looked up): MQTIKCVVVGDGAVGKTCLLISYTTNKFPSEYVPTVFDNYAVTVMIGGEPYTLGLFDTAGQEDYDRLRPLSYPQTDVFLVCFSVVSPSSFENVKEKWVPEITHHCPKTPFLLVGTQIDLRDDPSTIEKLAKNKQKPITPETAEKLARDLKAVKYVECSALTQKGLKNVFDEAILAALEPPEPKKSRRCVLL
Rab2A wt mod – modulators of GTP binding to Rab2A wildtype, primary screen, biochemical, dog, bead-based flow cytometry, multiplex; Ras-related protein Rab-2A (Canis lupus familiaris), P61105; AID 760, 2007; GST-Rab2 wt beads, Bodipy-GTP binding; hit rate 0.19% among 190,000; GTP binding activity, % at 10 µM;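 active means GTP binding activity at least 20 points away from 100%, either lowered or raised; inconclusive means signal likely due to the compound's own green fluorescence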;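 further: 0% = beads with excess unlabeled GTP and 100% = no-compound control corrected for plate trend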
HRas wt GTP – modulators of GTP binding to HRas wildtype, primary screen, biochemical, bead-based flow cytometry, multiplex | GTPase HRas (Homo sapiens), P01112 | GST-Ras wt beads, Bodipy-FL-GTP binding; actives lie on both sides | GTP binding activity, % at 10 µM | hit rate 0.14% among 190,000;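 active means GTP binding activity at least 20% away from the 100% baseline, either lowered as inhibitor or raised as activator; inconclusive means flagged as likely green fluorescent, judged across all proteins in the well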;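 further: 0% = unlabeled GTP competition control and 100% = no-compound control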
Target sequence (P01112 whole entry, looked up): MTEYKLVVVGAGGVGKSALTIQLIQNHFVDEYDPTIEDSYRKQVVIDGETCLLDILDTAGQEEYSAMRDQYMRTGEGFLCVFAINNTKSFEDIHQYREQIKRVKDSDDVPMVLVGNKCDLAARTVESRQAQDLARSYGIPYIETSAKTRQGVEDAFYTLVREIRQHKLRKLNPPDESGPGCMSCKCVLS
Rac1 mut GTP – GTP binding modulators of activated mutant Rac1, primary screen, biochemical, bead-based flow cytometry, multiplex, fluorescent GTP. percent activity (GTP binding), % at 10 µM. hit rate 0.11% among 190,000. AID 764, 2007. Ras-related C3 botulinum toxin substrate 1 (Homo sapiens), P63000. GST-Rac1 activated beads; actives lie on both sides; 100% means binding = to untreated wells;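 active means GTP binding at least 20 percentage points away from the 100% baseline, in either direction, so actives lie on both sides; inconclusive means Compound likely fluorescent itself, or too few beads counted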
Rac1 wt modul – wildtype Rac1 GTP binding modulators, primary screen, biochemical, GST-Rac1 beads, flow cytometry, multiplex; AID 757, 2007; Ras-related C3 botulinum toxin substrate 1 (Homo sapiens), P63000; hit rate 0.27% among 190,000; fluorescent GTP binding; actives lie on both sides; 0 = cold GTP competed, 100 = untreated; GTP binding activity (% of control), % at 10 µM;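 active means GTP binding activity at least 20 points away from the 100% control level, either lower or higher; inconclusive means compound flagged as likely green fluorescent, judged across all proteins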
Pf gametocyte – late stage P. falciparum gametocyte viability inhibitors, primary screen, ATP luminescence, HTS | hit rate 0.065% among 150,000 | inhibition, % at 10.9 µM | P. falciparum stage V gametocytes, 24 h | AID 743093, 2013;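 active means inhibition above the mean plus 3 SD of compounds within the control limits, set per campaign, cut at about 38% in these data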;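 further: 0% = DMSO wells and 100% = medium only without gametocytes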
ABCG2 block – ABCG2 efflux pump inhibitors, primary screen, multiplex with ABCB1, IgMXP3 cells, flow cytometry; JC-1 efflux; Broad substrate specificity ATP-binding cassette transporter ABCG2 (Homo sapiens), Q9UNQ0; AID 1325, 2008; hit rate 0.1% among 190,000; inhibition, % at 6.6 µM;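 active means inhibition above 80%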;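 further: 0% = DMSO and 100% = nicardipine control wells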
Target sequence (Q9UNQ0 whole entry, looked up): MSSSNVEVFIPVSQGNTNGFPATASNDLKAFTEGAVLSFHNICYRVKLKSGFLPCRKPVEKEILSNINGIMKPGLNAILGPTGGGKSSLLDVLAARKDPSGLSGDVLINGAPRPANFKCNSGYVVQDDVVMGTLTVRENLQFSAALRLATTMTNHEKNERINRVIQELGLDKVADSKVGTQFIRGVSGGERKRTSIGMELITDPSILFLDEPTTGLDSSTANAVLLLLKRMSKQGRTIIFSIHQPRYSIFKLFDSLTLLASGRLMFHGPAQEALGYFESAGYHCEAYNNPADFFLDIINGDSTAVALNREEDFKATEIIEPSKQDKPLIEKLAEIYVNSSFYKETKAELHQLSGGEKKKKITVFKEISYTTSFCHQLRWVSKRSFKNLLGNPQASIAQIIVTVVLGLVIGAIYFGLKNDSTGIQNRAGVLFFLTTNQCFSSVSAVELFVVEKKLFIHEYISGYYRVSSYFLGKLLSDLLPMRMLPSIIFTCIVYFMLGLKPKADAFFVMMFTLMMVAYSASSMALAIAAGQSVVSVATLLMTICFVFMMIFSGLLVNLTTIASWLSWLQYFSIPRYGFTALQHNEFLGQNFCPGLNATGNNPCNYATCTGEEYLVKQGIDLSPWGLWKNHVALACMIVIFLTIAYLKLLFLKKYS
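Test system: IgMXP3 (ABCG2) plus far-red-tagged CCRF-Adr (ABCB1) cells. Reagent: JC-1 dye as substrate. Timing: 10 min exposure at 25 °C with rotation, no wash. Measured by: flow cytometric JC-1 green MFI at 530 nm. Read-out: percent efflux inhibition, scaled nicardipine 100% to DMSO 0%. Control set: nicardipine and DMSO wells.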
Avidin bead fluor – green autofluorescence of compounds with avidin beads – biophysical, 488/530 nm, flow cytometry, artefact control, profiling panel; hit rate 0.38% among 220,000; compound fluorescence 488/530 nm; hits give high values; fluorescence (KMESF) at 10 µM; in the data active means fluorescence above about 47; further: inactives centre near 10
Rab7 wt modul – modulators of GTP binding to Rab7, primary screen, biochemical, wildtype, multiplex bead flow cytometry; hit rate 0.055% among 190,000; AID 758, 2007; Rab7 GTPase wild type (dog), Bodipy-FL-GTP binding; GTP binding activity (percent of control), % at 10 µM; GST-Rab7 beads, fluorescent GTP binding; actives lie on both sides; untreated = 100%, excess cold GTP = 0%;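 active means fluorescent GTP binding to Rab7 beads changed by at least 20 points from the 100% baseline, either direction, mostly lower; inconclusive means compound itself probably fluorescent, or too few beads counted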;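 further: median green fluorescence of bound Bodipy-FL-GTP per Rab7 bead population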
The depositor's hits bear a star; ? = inconclusive; nt = no result given.

entry	mol	GSH fluor	ABCB1 inh	Cdc42 wt GTP	Rab2A wt mod	HRas wt GTP	Rac1 mut GTP	Rac1 wt modul	Pf gametocyte	ABCG2 block	Avidin bead fluor	Rab7 wt modul
1	N#C/C(=C\C=C\c1ccccc1)C(=O)NCc1ccco1	19	0.6	98	99	101	95	99	nt	8	10	106
2	Cc1ccc2c(c1)C(c1ccncc1)=NNC(c1cccnc1)=N2	10	0.6	99	97	94	99	99	7	5	8	94
3	Cc1c(NC(=O)c2ccc3c(c2)OCO3)cccc1-c1nc2ncccc2o1	15	0.7	99	98	98	96	103	nt	3	26	103
4	CCOC(=O)c1ccc(NC(=O)c2cc(S(=O)(=O)N3CCOCC3)ccc2O)cc1	15	0.0	101	99	100	96	100	-6	0	7	96
5	O=c1nc2n(Cc3ccccc3)c3ccccc3cc-2c(=O)[nH]1	11	0.0	101	100	100	99	104	-14	-2	4	103
6	COc1ccc(-n2c(SCC(=O)Nc3ccccc3)nnc2-c2ccoc2C)cc1	18	1.4	96	95	97	95	96	-8	4	21	94
7	COc1ccc(NS(=O)(=O)c2cccc(C(=O)NNC(=O)c3cc(C)oc3C)c2)cc1	8	-0.5	95	94	95	88	97	-13	1	2	92
8	CCOC(=O)c1cc(C(C)=O)n2ccccc12	10	0.3	95	99	99	95	97	nt	3	21	100
9	CC(C)OP(=O)(OC(C)C)C(NC(=O)c1cccc([N+](=O)[O-])c1)C(N)=O (stereo not given)	15	-0.2	100	99	100	98	100	nt	-1	11	94
10	OCCN(CCO)c1ncnc2c1oc1ccc(Br)cc12	24	-0.1	98	97	98	97	101	-22	2	29	98
11	C=CCn1c(C)cc(C(=O)CSc2nc3ccccc3c(=O)[nH]2)c1C	48	0.7	101	99	100	96	105	nt	15	7	99
12	Cc1oc2cc(O)ccc2c(=O)c1-c1nncn1-c1ccccc1	10	0.5	95	95	97	93	96	19	12	10	104
13	CC(Sc1nncn1C)C(=O)Nc1ccccc1-c1ccccc1 (stereo not given)	21	0.1	104	102	102	100	110	nt	8	26	102
14	CC(C)NC(=O)C1CCN(C2CCN(CC3CC=CCC3)CC2)CC1 (stereo not given)	9	0.3	100	98	97	95	101	nt	1	8	94
15	C=C1CC(C)OC(c2ccccc2OCC(O)CN2CCCCC2)C1 (stereo not given)	13	0.7	100	97	98	97	97	2	2	35	94
16	CCOC(=O)c1c(NC(=O)C(Sc2ccccc2)c2ccccc2)sc(C(N)=O)c1C (stereo not given)	19	0.9	102	104	101	100	100	6	2	15	106
17	O=[N+]([O-])c1ccc(/C=N/NC(=S)Nc2ccccc2F)o1	15	-0.3	97	98	100	100	97	-7	8	2	100
18	CC1CCC(NC(=O)CN(C)S(=O)(=O)c2cnc[nH]2)CC1 (stereo not given)	15	0.0	108	102	104	106	108	-19	1	12	99
19	NC(=O)CSc1nnc(CSc2ncccn2)n1-c1ccccc1	22	0.3	98	99	97	97	98	9	0	5	95
20	N/C(=N\OCc1ccc([N+](=O)[O-])cc1)c1ccccn1	18	0.2	98	99	99	97	101	nt	2	10	99
21	COc1ccccc1NC(=S)N1CCC(c2nc3cc(C)c(C)cc3[nH]2)CC1	10	0.5	99	99	102	99	104	-1	8	10	99
22	COc1ccc(CCN(C(=O)c2ccco2)C(C(=O)NC2CCCC2)c2ccncc2)cc1OC (stereo not given)	19	-3.0	99	98	97	97	100	-36	-6	10	97
23	Cc1cc(C(=O)c2ccccc2)c(NC(=O)CN2CCOCC2)s1	16	1.1	102	103	100	101	102	-4	5	17	96
24	COc1cc(NC(=S)NCc2ccco2)c(OC)cc1Cl	14	-0.2	99	97	97	98	98	-22	5	10	94
25	COC(=O)C1CCN(C(c2cc(OC)c(OC)c(OC)c2)c2sc3nc(C)nn3c2O)CC1 (stereo not given)	22	0.3	103	103	103	100	105	nt	1	8	103
26	O=C(Nc1nc(-c2cc(F)ccc2F)cs1)c1ccccn1	24	-0.4	95	97	95	95	94	-5	2	9	105
27	Cc1cc(NC(=O)COC(=O)c2ccc(S(=O)(=O)N3CCCC3)cc2)no1	11	0.2	99	96	97	98	104	1	3	11	93
28	CCCS(=O)(=O)N1CCCC(C(=O)NCCCN2CCN(c3ccccc3F)CC2)C1 (stereo not given)	7	0.6	100	98	99	98	98	nt	2	19	96
29	Cc1ccc(-c2ccc(CCC(=O)O)n2CC(=O)O)cc1	28	-0.3	97	96	95	96	99	nt	0	25	95
30	COc1ccc(CCN2C(=O)CC(NNC(=O)c3ccc(F)cc3)C2=O)cc1OC (stereo not given)	14	0.1	101	101	101	98	101	-4	2	16	99

Fetched by compound from the list above, 2 records:
entry	mol	GSH fluor	ABCB1 inh	Cdc42 wt GTP	Rab2A wt mod	HRas wt GTP	Rac1 mut GTP	Rac1 wt modul	Pf gametocyte	ABCG2 block	Avidin bead fluor	Rab7 wt modul
30	COc1ccc(CCN2C(=O)CC(NNC(=O)c3ccc(F)cc3)C2=O)cc1OC (stereo not given)	14	0.1	101	101	101	98	101	-4	2	16	99
8	CCOC(=O)c1cc(C(C)=O)n2ccccc12	10	0.3	95	99	99	95	97	nt	3	21	100

Other results follow.
entry	mol	GSH fluor	ABCB1 inh	Cdc42 wt GTP	Rab2A wt mod	HRas wt GTP	Rac1 mut GTP	Rac1 wt modul	Pf gametocyte	ABCG2 block	Avidin bead fluor	Rab7 wt modul
31	O=C(Nc1ccccc1)c1cnc(-c2ccccc2)nc1-c1ccccc1	21	0.3	107	105	104	102	104	18	3	7	98
32	CC(=O)N1N=C(c2cccc([N+](=O)[O-])c2)OC1c1ccc(Cl)cc1Cl (stereo not given)	12	0.6	100	101	102	99	101	1	4	11	103
33	C/C(=N\Nc1ccc([N+](=O)[O-])cc1)c1cccc(N)c1	7	-0.3	103	102	103	102	105	15	-1	5	104
34	CCCN1Cc2cccc(C(=O)Nc3ccc(S(=O)(=O)N4CCCCCC4)cc3)c2C1=O	35	5.8	99	103	104	100	108	nt	77	15	103
35	NC(=O)NCC1CC1	20	0.4	96	98	97	95	99	nt	1	5	104
36	COc1nc(N2CCCC2)nc(-n2nnc(C(C)=O)c2C)n1	11	0.5	106	103	101	98	102	4	9	17	101
37	OC1CCN(c2c3c(nc4cc(-c5cccc(F)c5)nn24)CCCC3)CC1	20	0.3	97	97	99	97	98	11	3	4	97
38	CCn1c(=O)cc(SCC(=O)Nc2cccnc2)c2ccccc21	26	0.4	100	98	98	96	99	-2	5	12	97
39	CCOC(=O)N1CCN(c2cc(N3CCN(CC)CC3)c(F)cc2[N+](=O)[O-])CC1C (stereo not given)	27	1.6	109	107	105	103	106	16	5	7	102
40	O=[N+]([O-])c1cccc(C=Nc2cc3c(cc2Br)OCCO3)c1	20	1.0	94	96	96	98	95	-6	25	5	97
41	Cc1nn(-c2ccccc2)c2c1C(=O)NC(=O)C(C)(C)C2	7	0.1	98	98	100	97	98	-1	1	9	101
42	NC(=S)c1cc2ccc(O)cc2oc1=O	15	0.9	93	91	93	94	93	nt	3	11	97
43	CCn1c(SCC(=O)OC)nnc1-c1ccncc1	20	2.0	100	99	99	98	102	nt	-6	4	102
44	FC(F)(F)c1cc(-c2ccccc2)nc(NCC2CCCO2)n1 (stereo not given)	18	0.8	98	98	98	96	100	nt	5	19	98
45	COc1ccc(CC(=O)Nc2cccc(-c3nnc(-c4ccco4)o3)c2)cc1	12	-0.3	99	99	100	98	98	-5	-2	20	96
46	COC(=O)c1ccccc1NC(=O)NC1CCCC1	11	0.0	95	96	95	95	97	-24	2	3	96
47	COc1ccc(OCC(=O)c2c[nH]c3ccccc23)cc1	67	-1.2	101	100	98	98	102	6	10	10	99
48	CC(C)C(C(=O)Nc1cccnc1)N1C(=O)c2ccccc2C1=O (stereo not given)	19	0.5	?	?	?	?	?	-20	1	8	?
49	COc1cc(C)nc(NS(=O)(=O)c2ccccc2)n1	35	0.0	94	98	97	96	100	1	4	16	98
50	COCCCNC(=O)C1CCCN(C(=O)Nc2ccc(OC)cc2)C1 (stereo not given)	22	-0.2	103	101	102	99	99	2	1	11	99
51	CCc1cccc2c(C(=O)C(F)(F)F)cn(CC(=O)NCC3CCCO3)c12 (stereo not given)	15	-0.5	97	96	97	97	97	4	2	10	95
52	C=CCSc1nnc(Cc2c(C)[nH]c3ccccc23)o1	13	1.1	94	96	94	95	97	nt	8	21	100
53	COc1ccc(N2CCN(C(=O)Cn3cnc4c(cnn4-c4ccc(C)cc4)c3=O)CC2)cc1	9	0.9	99	99	97	96	101	nt	2	20	104
54	COc1cc(O)c(CCO)c2c1C(=O)C[C@@H](C)O2	20	1.8	97	98	99	98	99	nt	4	7	104
55	C/C(=N\Nc1nc(N2CCCCC2)nc(N2CCOCC2)n1)c1cccs1	21	0.2	97	95	97	96	97	-5	0	26	95

3 compounds already listed, sorted by the value under GSH fluor, descending.
item	Molecule	GSH fluor
9	CC(C)OP(=O)(OC(C)C)C(NC(=O)c1cccc([N+](=O)[O-])c1)C(N)=O (stereo not given)	15
53	COc1ccc(N2CCN(C(=O)Cn3cnc4c(cnn4-c4ccc(C)cc4)c3=O)CC2)cc1	9
28	CCCS(=O)(=O)N1CCCC(C(=O)NCCCN2CCN(c3ccccc3F)CC2)C1 (stereo not given)	7

Structures above that contain a CF3 group, in the order listed:
entry	mol	GSH fluor	ABCB1 inh	Cdc42 wt GTP	Rab2A wt mod	HRas wt GTP	Rac1 mut GTP	Rac1 wt modul	Pf gametocyte	ABCG2 block	Avidin bead fluor	Rab7 wt modul
44	FC(F)(F)c1cc(-c2ccccc2)nc(NCC2CCCO2)n1 (stereo not given)	18	0.8	98	98	98	96	100	nt	5	19	98
51	CCc1cccc2c(C(=O)C(F)(F)F)cn(CC(=O)NCC3CCCO3)c12 (stereo not given)	15	-0.5	97	96	97	97	97	4	2	10	95
